High-throughput results (PubChem)
PKA-R2B act = activates the human PKA-R2B holoenzyme complex | 340,000 tested, 0.079% active | P22694+P31323 | activation, % at 11.4 µM | PKA-R2B holoenzyme dissociation, Cy5-IP20 fluorescence polarization; R2B truncated from residue 108, S112A mutant; 0% DMSO only, 100% 113 µM cGMP;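 active = activation above a cutoff set at the mean over all compounds plus 3 SD, cut at about 18% in these data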;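 also: higher means more holoenzyme dissociation and a rise in polarization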
Target sequence (P31323 whole entry, looked up, other chains not shown, the tested form may be a part): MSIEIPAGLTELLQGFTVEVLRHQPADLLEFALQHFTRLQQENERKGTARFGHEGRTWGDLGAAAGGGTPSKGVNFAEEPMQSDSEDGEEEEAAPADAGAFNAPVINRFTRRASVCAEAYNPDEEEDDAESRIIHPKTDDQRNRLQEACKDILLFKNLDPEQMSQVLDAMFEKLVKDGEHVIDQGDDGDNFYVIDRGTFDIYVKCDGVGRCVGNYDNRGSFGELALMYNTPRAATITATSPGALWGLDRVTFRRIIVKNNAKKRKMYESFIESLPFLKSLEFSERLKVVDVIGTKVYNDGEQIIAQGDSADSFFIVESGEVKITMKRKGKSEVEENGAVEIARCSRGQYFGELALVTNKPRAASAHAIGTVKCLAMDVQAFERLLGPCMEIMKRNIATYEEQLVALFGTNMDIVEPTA
E coli growth = counter-screen for AddAB inhibitors: E. coli growth inhibition; E. coli V3065 growth, OD600 absorbance, 18 h; inhibition, % at 11.9 µM; 330,000 tested, 0.27% active; AID 449728;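 active = inhibition above the campaign's mean inhibition across all tested compounds plus 3 SD, cut at about 9.9% in these data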;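 also: uninfected addAB+ strain grown without phage in ampicillin broth; 0% = DMSO wells and 100% = ciprofloxacin 0.95 µg/ml wells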
HTR5A inv ctr = inverse agonist of human HTR5A in OPRM1-OPRD1 counter-screen | P47898 | HTR5A cell line, luminescence, inverse agonism | inhibition, % at 9.3 µM | 340,000 tested, 0.083% active | AID 504634; in the data active = inhibition mostly above about 23%, no sharp cut-off; inactive = mostly below about 18%;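 also: 0% = cells with DMSO and 100% = no-cell wells with DMSO; some compounds called inactive have numbers as strong as hits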
Mot1-301 SUMO = SUMOylation pathway inhibition by Mot1-301 growth rescue | S. cerevisiae Mot1-301 growth rescue, ATP luminescence, 38.5C; percent above DMSO median, 100 means doubled | growth rescue, % at 18.8 µM | 320,000 tested, 1% active | AID 2716;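 active = every valid replicate shows activation above 250% relative to neutral control wells; inactive = the rest, any valid replicate at or below 250%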;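 also: OY570 slx delta 5 strain wells were the positive control but not used for scaling; some compounds called inactive have numbers as strong as hits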
phage Ecoli inh = E. coli growth loss with phage present; growth absorbance; inhibition, % at 11.9 µM; 360,000 tested, 0.26% active; in the data active = inhibition above about 11%
AddAB inh = less growth of phage-infected E. coli with AddAB. E. coli expressing H. pylori AddAB, absorbance growth. inhibition, % at 11.9 µM. 330,000 tested, 0.29% active; in the data active = inhibition above about 12%;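 also: 0% = vehicle wells of infected cells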
PKA-R1A activ = activates the PKA-R1A holoenzyme complex; P00514+P68181; PKA-R1A dissociation, Cy5-IP20 fluorescence polarization; scaled: DMSO 0%, 113 µM cGMP 100%; activation, % at 11.4 µM; 340,000 tested, 0.083% active;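 active = percent activation above the mean of all tested compounds plus 3 SD, cut at about 19% in these data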;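 also: higher means more PKAc released from R1A so a rise in polarization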
DAGLB inh = blocks human DAGLB lipase activity. Q8NCG7. HEK293T DAGLB membrane lysate, EnzChek fluorogenic substrate. inhibition, % at 5.17 µM. 340,000 tested, 0.059% active. AID 504411; in the data active = inhibition above about 34%;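 also: 0% = enzyme with vehicle and 100% = wells lacking enzyme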
HTR5A ag = counter-screen for OPRM1-OPRD1 agonists: human HTR5A agonism; 340,000 tested, 0.61% active; activation, % at 9.3 µM; HTR5A agonist assay, luminescence, cell-based; P47898; in the data active = activation mostly above about 9.5%, no sharp cut-off; inactive = mostly below about 7.6%;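 also: 0% = cells with vehicle only and 100% = reference agonist; strong numbers were not always called active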
CDK5 p35 inh = CDK5/p35 (human) kinase inhibition; Q00535+Q15078; Recombinant CDK5/p35, ADP-Glo luminescence, 60 min; inhibition, % at 10 µM; 330,000 tested, 0.01% active; AID 488839;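 active = highest replicate inhibition of at least 50% and at least 75% of replicates reaching 50%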;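 also: plate controls were DMSO neutral control for no effect and GW8510 at 10 µM for full effect; many of its hits are not listed in these tables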
Target sequence (Q00535 whole entry, looked up): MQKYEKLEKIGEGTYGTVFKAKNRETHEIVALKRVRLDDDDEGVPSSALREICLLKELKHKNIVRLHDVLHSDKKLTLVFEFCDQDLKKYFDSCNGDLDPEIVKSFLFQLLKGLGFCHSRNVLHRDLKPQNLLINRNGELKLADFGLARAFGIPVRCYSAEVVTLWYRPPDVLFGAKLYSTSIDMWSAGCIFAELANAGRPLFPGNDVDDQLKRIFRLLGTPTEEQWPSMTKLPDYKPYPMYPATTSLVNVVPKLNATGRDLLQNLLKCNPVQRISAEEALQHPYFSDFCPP
Target sequence (Q15078 whole entry, looked up): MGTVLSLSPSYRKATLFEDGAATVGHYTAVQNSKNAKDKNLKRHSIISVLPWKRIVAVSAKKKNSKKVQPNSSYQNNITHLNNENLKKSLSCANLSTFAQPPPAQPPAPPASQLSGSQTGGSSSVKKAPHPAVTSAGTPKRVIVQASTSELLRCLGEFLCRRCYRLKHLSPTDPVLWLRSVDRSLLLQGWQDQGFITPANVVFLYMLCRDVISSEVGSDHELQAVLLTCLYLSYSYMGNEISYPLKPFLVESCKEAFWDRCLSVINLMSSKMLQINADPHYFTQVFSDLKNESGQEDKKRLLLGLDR
Tat export inh = E. coli Tat transport inhibition | 340,000 tested, 0.036% active | inhibition, % at 10 µM | AID 488895 | E. coli MC4100 TorA-mCherry Tat export, fluorescence;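 active = mean replicate inhibition at least 50% and at least half of replicates individually reaching 50%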;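 also: exported cargo escapes ClpAP degradation while cytoplasmic cargo is degraded and loses fluorescence; 0% = median of neutral control wells and 100% = median of NaSCN control wells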
* marks the source's active call; other numbers are inactive results; . = no result given; & = joins results of further samples.

SMILES | PKA-R2B act | E coli growth | HTR5A inv ctr | Mot1-301 SUMO | phage Ecoli inh | AddAB inh | PKA-R1A activ | DAGLB inh | HTR5A ag | CDK5 p35 inh | Tat export inh
Cc1cc(Nc2ccc(C(=O)O)cc2)n2nc(C)nc2n1 | -1 | 1.1 | -10 | -10 | 0.3 | 5.3 | -4 | 1 | 4 | 0.8 | -5
CC(C)NC(=O)CS(=O)(=O)c1ccccc1 | 2 | 0.7 | 1 | 268 | 1.8 | 3.6 | -1 | 1 | 2 | -0.1 | 3
COc1ccc(-c2sc(Nc3ccccc3)n[n+]2C)c(C)c1C | -10 | 0.7 | -4 | -20 | 1.4 | 3.3 | -15 | -6 | 4 | -1.3 | 7
CN(C)CCN(C(=O)CCS(=O)(=O)c1ccccc1)c1nc2c(F)cccc2s1 | 3 | 1.8 | 7 | -23 | 4.0 | 3.9 | -8 | -2 | -2 | -0.5 | -5
CC1CCC2C(C1)c1sc(=O)[nH]c1SC2(C)C (stereo unspecified) | -8 | -1.9 | 7 | 13 | 4.2 | -2.6 | -7 | 2 | 7 | 1.0 | 10
CCOc1cc(C(=O)N(C)CC(=O)Nc2cccc(F)c2)ccc1OCC(=O)N1CCOCC1 | 4 | -1.1 | -4 | -10 | 3.8 | 0.0 | -8 | 0 | 1 | -0.1 | 5
Fc1c(CSC(=S)N2CCOCC2)cccc1CSC(=S)N1CCOCC1 | -3 | -1.6 | -34 | 19 | 2.5 | -0.6 | 9 | -6 | -1 | -11 | 11
O=C(CSc1nnc(NC(=O)c2c(F)cccc2F)s1)NC1CCCCC1 | -3 | 3.3 | 12 | 1 | -0.9 | 2.8 | 0 | 2 | 1 | -2.6 | 9
COc1ccc(-c2ccc(NS(=O)(=O)c3cccc([N+](=O)[O-])c3)cc2)nn1 | -4 | 0.5 | 10 | -15 | 1.2 | 0.6 | 2 | 1 | -3 | -0.1 | -7
COc1ccc(OC)c(C(=O)c2ccccc2)c1 | -16 | 0.1 | 5 | 3 | 1.2 | 1.8 | -7 | -4 | -2 | 1.2 | -4
COc1ccc(C(NC(=O)C(C)C)c2c(O)ccc3ccccc23)cc1 (stereo unspecified) | 1 | 1.3 | 15 | -17 | 3.7 | 2.7 | 0 | 0 | -6 | -0.7 | -5
CCN(CC)S(=O)(=O)c1ccc(NC(=O)c2cnccn2)cc1 | 1 | 1.7 | 6 | 54 | 0.1 | 1.8 | -3 | 2 | -2 | 0.3 | 9
FC(F)(F)c1cnc(C(c2ccccn2)c2ncn[nH]2)c(Cl)c1 (stereo unspecified) | -5 | 0.0 | 3 | -4 | 3.5 | -1.7 | 2 | 1 | -1 | 2.3 | 5
O=C(N/N=C\c1ccc(OC(=O)c2ccco2)cc1)c1ccc(Cl)cc1 | 8 | 1.4 | 11 | 8 | 3.0 | 4.3 | -4 | 3 | -4 | 0.0 | -6
COc1ccc(OC)c(S(N)(=O)=O)c1 | -12 | -2.1 | -46 | 5 | 1.6 | -0.4 | 0 | -1 | -2 | 0.0 | -1
CC(=O)c1cc2c(=O)c3cc(C)ccc3oc2nc1C | -1 | 1.4 | 19 | . | 2.3 | 1.7 | 2 | -3 | -5 | 0.8 | -3
COC(=O)c1ccc(C(=O)OC)c(NC(=O)CN(c2ccc3c(c2)OCO3)S(C)(=O)=O)c1 | -1 | -2.7 | 6 | -16 | 0.7 | -0.1 | 2 | -1 | 2 | 0.2 | -4
Cc1nc2cc(NC(=O)Nc3ccc(N4CCOCC4)cc3)ccc2n1C | -13 | 1.9 | 42* | -22 | -0.3 | 0.9 | 0 | 1 | -2 | -1.1 | 5
Cc1cc(Br)ccc1NC(=O)CNC(=O)Cc1ccc(S(=O)(=O)N2CCOCC2)s1 | -10 | 1.4 | 16 | 206 | 0.5 | 2.6 | -6 | -1 | -6 | -0.5 | 3
Cc1ccc(NC(=O)CN2C(=O)NC3(CCCC3)C2=O)nc1 | 1 | -1.2 | 5 | 10 | 2.7 | 4.1 | 5 | 0 | -2 | 3.9 | 7
CCOC(=O)c1c(C)nc2ccc(Cl)cc2c1-c1ccccc1 | -8 | -0.3 | -14 | 9 | 1.7 | 2.5 | -5 | -8 | 2 | -1.3 | 4
CCCc1nnc(NC(=O)CSc2nc3ccccc3[nH]2)s1 | -4 | 1.6 | 2 | 0 | 7.5 | 3.6 | -3 | 2 | 0 | 0.1 | -6
CCSc1nc2ccccc2c(=O)n1C1CCOC(C)(C)C1 (stereo unspecified) | 1 | 0.8 | -6 | 545* | 7.5 | 5.2 | -14 | -5 | 2 | 1.2 | 0
Cc1c(NC(=O)CCSc2ccc(Cl)cc2)c(=O)n(-c2ccccc2)n1C | -9 | 3.6 | -12 | -11 | -0.2 | 1.9 | 6 | 1 | 5 | 0.1 | -1
CCc1ccc(C(C)NC(=O)C2(C)CC2(Br)Br)cc1 (stereo unspecified) | -8 | -4.1 | 5 | 5 | 3.5 | 1.9 | -9 | -4 | -2 | 2.1 | -2
CCCCC[C@@H]1C=C(C(=O)O)[C@H](c2cccc(C)c2)N1S(=O)(=O)c1ccc(C)cc1 | -8 | -1.2 | -5 | 210 | 1.0 | -0.3 | -3 | 8 | 1 | -0.6 | 5
CCOC(=O)COc1ccc(C(=O)CC)cc1OC | -9 | -3.0 | 3 | -16 | 3.3 | 0.0 | 4 | -2 | -1 | -2.4 | 3
COCCCNC(=O)Cn1nc(-c2cccc(OC)c2)ccc1=O | 0 | 1.2 | -10 | 25 | 3.0 | 2.9 | -12 | -2 | 3 | 0.6 | 9
CCN(C(C)=O)c1nc(CSc2nnc(NC(C)C)s2)cs1 | 3 | 0.5 | -11 | 0 | 2.8 | 1.1 | -5 | 1 | 4 | 2.7 | 4
Cc1occc1C(=O)N(C)CC1CCCN(CCc2ccccc2F)C1 (stereo unspecified) | 3 | 2.3 | 10 | 76 | 1.1 | 2.7 | 4 | 1 | -5 | -1.1 | 7
C[C@H]1O[C@@H](O[C@H]2[C@@H](O)C[C@H](O[C@H]3[C@@H](O)C[C@H](O[C@H]4CC[C@@]5(C)[C@H](CC[C@@H]6[C@@H]5C[C@@H](O)[C@]5(C)[C@@H](C7=CC(=O)OC7)CC[C@]65O)C4)O[C@@H]3C)O[C@@H]2C)C[C@H](O)[C@@H]1O | 11 | -0.5&-2.2 | -94 | 11&7 | 1.6 | -0.1&-1.8 | -2 | -1 | 28 | -1.4 | 2
CCOC(=O)C(Cc1ccccc1)NC(=O)CNC(C)=O (stereo unspecified) | -2 | 0.5 | -2 | 5 | 0.3 | 1.6 | 6 | 3 | -2 | 1.4 | -1
COc1cccc(C(=O)N2N=C(c3ccccn3)CC2(O)C(F)(F)F)c1 (stereo unspecified) | 2 | -1.7 | -19 | -10 | -0.1 | 1.1 | -10 | -2 | 2 | -0.7 | 4
CCOC(=O)c1cc(-c2ccccc2)nn1CC1CC(c2cccc([N+](=O)[O-])c2)=NO1 (stereo unspecified) | -9 | -0.2 | -14 | 67 | 1.2 | 0.4 | -3 | -6 | 2 | 1.4 | 5
CCCC(=O)N1CCN(c2nc3ccccc3s2)CC1 | -5 | 1.3 | -11 | -25 | 0.0 | 3.6 | -8 | -1 | 3 | -0.4 | -9
C=CCOC(=O)C1=C(C)N=C2SCCC(=O)N2C1c1cccs1 (stereo unspecified) | 4 | 1.1 | 10 | -17 | 3.3 | 2.1 | -3 | -2 | 4 | -1.4 | -3
S=C(NCCc1ccccc1)NC1CCCCCC1 | 1 | 3.0 | -22 | -2 | 2.4 | 2.2 | -14 | 0 | 0 | 0.6 | -1
O=S1(=O)CCN(C(CO)c2ccccc2)CC1 (stereo unspecified) | 0 | 0.9 | -2 | 15 | 2.3 | 1.7 | 1 | -1 | 1 | -0.9 | -5
COc1ccccc1OC(C)C(=O)Nc1ccc2c(c1)OCCO2 (stereo unspecified) | -5 | -2.1 | -8 | -10 | 1.4 | 0.4 | 6 | -4 | -1 | -1.2 | 3
COc1cc(OC)cc(-c2cc(NC(C)=O)n[nH]2)c1 | 3 | -0.6 | -5 | 11 | 3.2 | 0.5 | -18 | 0 | 2 | -0.9 | -4
Cc1ccc(Nc2nc(-c3ccccc3)c(CC(=O)O)s2)cc1 | -9 | 1.7 | 2 | 3 | 0.5 | 1.5 | -6 | 4 | -1 | 2.1 | 0
Cc1sc2ccccc2[n+]1CC(=O)c1ccccc1 | 6 | -1.4 | -1 | -16 | . | 2.7 | -2 | -1 | 4 | 1.3 | -14
O=C(CSc1ncn[nH]1)Nc1nc(-c2ccccc2)cs1 | -13 | 1.0 | -12 | -24 | 1.1 | -0.6 | -4 | -4 | 4 | 0.1 | -5
Cc1ccc(S(=O)(=O)Nc2cccc(C(=O)NCC(c3ccco3)N(C)C)c2)cc1F (stereo unspecified) | -7 | 1.4 | 2 | 194 | 4.3 | -0.2 | -2 | 0 | -1 | 2.3 | -6

A draw from above in order of molar mass, largest number first.
SMILES | PKA-R2B act | E coli growth | HTR5A inv ctr | Mot1-301 SUMO | phage Ecoli inh | AddAB inh | PKA-R1A activ | DAGLB inh | HTR5A ag | CDK5 p35 inh | Tat export inh
Cc1ccc(S(=O)(=O)Nc2cccc(C(=O)NCC(c3ccco3)N(C)C)c2)cc1F (stereo unspecified) | -7 | 1.4 | 2 | 194 | 4.3 | -0.2 | -2 | 0 | -1 | 2.3 | -6
COc1ccccc1OC(C)C(=O)Nc1ccc2c(c1)OCCO2 (stereo unspecified) | -5 | -2.1 | -8 | -10 | 1.4 | 0.4 | 6 | -4 | -1 | -1.2 | 3
O=C(CSc1ncn[nH]1)Nc1nc(-c2ccccc2)cs1 | -13 | 1.0 | -12 | -24 | 1.1 | -0.6 | -4 | -4 | 4 | 0.1 | -5
COc1cc(OC)cc(-c2cc(NC(C)=O)n[nH]2)c1 | 3 | -0.6 | -5 | 11 | 3.2 | 0.5 | -18 | 0 | 2 | -0.9 | -4

Laid out differently: entries from further up.
Every second line gives: PKA-R2B act | E coli growth | HTR5A inv ctr | Mot1-301 SUMO | phage Ecoli inh | AddAB inh | PKA-R1A activ | DAGLB inh | HTR5A ag | CDK5 p35 inh | Tat export inh
- Cc1ccc(S(=O)(=O)Nc2cccc(C(=O)NCC(c3ccco3)N(C)C)c2)cc1F (stereo unspecified)
    -7 | 1.4 | 2 | 194 | 4.3 | -0.2 | -2 | 0 | -1 | 2.3 | -6
- O=C(CSc1ncn[nH]1)Nc1nc(-c2ccccc2)cs1
    -13 | 1.0 | -12 | -24 | 1.1 | -0.6 | -4 | -4 | 4 | 0.1 | -5
- Cc1ccc(Nc2nc(-c3ccccc3)c(CC(=O)O)s2)cc1
    -9 | 1.7 | 2 | 3 | 0.5 | 1.5 | -6 | 4 | -1 | 2.1 | 0
- Cc1sc2ccccc2[n+]1CC(=O)c1ccccc1
    6 | -1.4 | -1 | -16 | . | 2.7 | -2 | -1 | 4 | 1.3 | -14
